From PubChem BioAssay
MPTP block: blocks calcium-induced mitochondrial swelling; isolated mouse mitochondria, Ca2+ swelling absorbance, 30 min; inhibition, % at 10 µM; 1.4% of 360,000 active;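 active means inhibition of 50% or more, scaled per plate between neutral and stimulator controls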;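 further: 0% = DMSO wells given calcium and 100% = 1 mM EGTA wells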
PfG6PD inh: PfG6PD (Plasmodium falciparum) enzyme inhibition; PfGluPho enzyme, NADPH resazurin-diaphorase fluorescence; inhibition, % at 20 µM; 0.78% of 350,000 active; AID 504690;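 active means inhibition reaching at least a set limit at 20 µM in the primary screen, cut at about 59% in these data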;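 further: 0% = DMSO wells with substrate and 100% = DMSO wells lacking glucose-6-phosphate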
SENP8 block: SENP8 (human) protease inhibition; inhibition, % at 20 µM; AID 602440; Q96LD8; 0.64% of 360,000 active; recombinant SENP8, Nedd8 substrate fluorescence; in the data active means inhibition mostly above about 40%, no sharp cut-off; inactive means mostly below about 27%
Target sequence (Q96LD8 whole entry, looked up): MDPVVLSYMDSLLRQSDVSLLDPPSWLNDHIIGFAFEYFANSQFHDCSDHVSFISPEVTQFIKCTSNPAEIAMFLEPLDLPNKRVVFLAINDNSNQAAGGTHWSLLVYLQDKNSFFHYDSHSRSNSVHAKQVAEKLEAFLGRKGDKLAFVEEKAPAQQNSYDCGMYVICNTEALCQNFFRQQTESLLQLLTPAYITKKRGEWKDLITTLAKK
ATG4B inhibitor: ATG4B (human) cysteine protease inhibition; Q9Y4P1; ATG4B cleavage of LC3-PLA2, NBD-HPC fluorescence, 1 h; inhibition, % at 8.33 µM; 0.51% of 340,000 active; in the data active means inhibition above about 40%
Target sequence (Q9Y4P1 whole entry, looked up): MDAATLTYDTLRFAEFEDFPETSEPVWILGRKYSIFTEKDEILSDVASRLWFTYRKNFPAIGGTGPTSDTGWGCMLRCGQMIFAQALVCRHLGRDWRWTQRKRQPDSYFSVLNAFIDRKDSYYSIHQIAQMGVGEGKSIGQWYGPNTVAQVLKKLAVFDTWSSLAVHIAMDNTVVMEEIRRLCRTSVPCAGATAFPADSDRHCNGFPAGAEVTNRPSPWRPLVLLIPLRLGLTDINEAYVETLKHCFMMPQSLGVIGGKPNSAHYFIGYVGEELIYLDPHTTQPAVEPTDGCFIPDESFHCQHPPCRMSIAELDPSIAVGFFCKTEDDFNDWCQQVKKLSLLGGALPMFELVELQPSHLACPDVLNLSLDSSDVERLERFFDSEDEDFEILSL
SENP7 block: blocks the human protease SENP7; inhibition, % at 5 µM; recombinant SENP7, Z-RLRGG-aminoluciferin luminescence, 40 min; AID 434973; 1.5% of 330,000 active;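 active means inhibition above about 50% at the single test dose, limit read from the data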;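 further: plate controls were DMSO with enzyme for no effect and no enzyme buffer wells for full effect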
SENP6 block: blocks the human protease SENP6 | inhibition, % at 10 µM | AID 2599 | Q9GZR1 | 1.8% of 330,000 active | Recombinant SENP6 catalytic domain, aminoluciferin luminescence;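 active means inhibition above about 50% at the single tested dose, limit read from the data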;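 further: plate controls were DMSO wells with enzyme for no effect and DMSO wells lacking enzyme for full effect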
Target sequence (Q9GZR1 628-1112 limits assumed): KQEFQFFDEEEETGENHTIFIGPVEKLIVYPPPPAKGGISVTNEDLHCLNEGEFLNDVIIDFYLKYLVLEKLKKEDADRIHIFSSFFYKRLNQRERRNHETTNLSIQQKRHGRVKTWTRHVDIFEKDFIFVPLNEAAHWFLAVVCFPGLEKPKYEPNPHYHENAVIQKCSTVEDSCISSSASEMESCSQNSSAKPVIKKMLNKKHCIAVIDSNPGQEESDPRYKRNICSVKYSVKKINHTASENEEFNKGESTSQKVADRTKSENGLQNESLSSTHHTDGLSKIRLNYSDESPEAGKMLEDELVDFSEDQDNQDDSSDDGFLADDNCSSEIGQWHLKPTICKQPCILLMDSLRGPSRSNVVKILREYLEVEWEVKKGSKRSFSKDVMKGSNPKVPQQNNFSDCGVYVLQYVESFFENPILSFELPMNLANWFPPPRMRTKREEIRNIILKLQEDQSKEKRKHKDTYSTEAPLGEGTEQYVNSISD
GRIN3A LBD mod: NR3A (human) ligand-binding domain modulation. NR3A LBD differential scanning fluorimetry, Tm shift; 0% = protein alone, 100% = glycine-bound protein. Tm shift relative to glycine control, % at 25 µM. 2.5% of 340,000 active. AID 1259313;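 active means melting temperature shift of at least 10% of the positive control shift, at one fixed dose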
HKDC1 inhibitor: blocks human hexokinase HKDC1 activity | Q2TB90 | 0.16% of 340,000 active | recombinant HKDC1, G6PDH/diaphorase resazurin coupled fluorescence | inhibition, % at 20 µM;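 active means inhibition above about 35% when tested at 20 µM, limit read from the data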;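 further: plate controls were DMSO wells with enzyme for no effect and DMSO wells lacking enzyme for full effect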
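Test system: Recombinant HKDC1 (HK5) hexokinase enzyme, produced in-house | Input: HKDC1 at 5 µg/mL | Buffer or medium: Tris pH 8.0 buffer with MgCl2, Tween-20, BSA, BME | Schedule: 90 min reaction incubation at room temperature, dark | Technique: Resazurin-to-resorufin fluorescence via G6PDH and diaphorase coupling, 525/613 nm | Controls: DMSO wells with and without enzyme mix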
Numbers without * were called inactive; x = not tested or not shown.

item	SMILES	MPTP block	PfG6PD inh	SENP8 block	ATG4B inhibitor	SENP7 block	SENP6 block	GRIN3A LBD mod	HKDC1 inhibitor
1	CCN(CC)CCCn1c2c(c(SCC(=O)Nc3cc(C)on3)nc1=O)CCC2	0.5	-7.5	16.2	13.7	1.9	0.6	-3.4	-0.4
2	O=S(=O)(c1cccc2nsnc12)N1CCN(Cc2ccccc2)CC1	1.4	9.7	13.9	-0.7	1.1	12.4	0.5	-4.2
3	COc1ccc(NC(C)=O)cc1NC(C)C(=O)Nc1cc(C(F)(F)F)ccc1N1CCOCC1 (configuration not stated)	-16.2	17.9	2.9	2.2	-6.3	-0.7	-3.4	-12.1
4	Cc1ccc(CNS(=O)(=O)c2c(C)[nH]c(=O)[nH]c2=O)cc1	1.2	8.3	12.1	-4.0	1.9	7.3	2.2	0.4
5	CN1C(=O)CC(Nc2cccc3cccc(N)c23)C1=O (configuration not stated)	1.6	63.8*	13.2	-8.0	61.3*	-9.8	5.0	16.3
6	O=C(Nc1ccccc1)OCCNC1CCCCC1	-0.6	11.5	1.5	0.8	x	x	0.3	-6.5
7	CN1CCC(=C2c3ccccc3C(O)c3ccccc32)CC1 (configuration not stated)	-0.3	-2.4	18.1	10.0	-10.5	-4.7	0.5	-0.3
8	NC(=O)c1ccc(NC(=O)CN2C(=O)NC3(CCCCCCC3)C2=O)cc1	0.0	-13.7	2.9	0.3	5.7	15.7	0.9	0.9
9	CCOc1ccccc1N(CC(=O)Nc1cccc(OC)c1)S(=O)(=O)c1ccccc1	0.0	4.9	5.2	1.6	1.2	11.7	0.3	-1.1
10	CCN(CC)C(=N)/C(C#N)=N/Nc1ccccc1	1.1	-1.4	14.0	-0.1	-2.7	-25.8	1.2	-5.2
11	COC(=O)CCSc1nccn1Cc1ccccc1	3.8	-4.4	11.8	-9.8	-4.3	-11.0	0.1	-9.4
12	O=C(Cn1cnc2c(nnn2Cc2ccc(F)cc2)c1=O)NCc1ccc2c(c1)OCO2	-1.0	-5.1	5.3	5.3	-6.6	-3.7	3.2	-1.4
13	O=C(CN1CCN(c2ncccn2)CC1)NCc1ccc2c(c1)OCO2	-2.4	8.2	7.9	-0.7	-0.4	11.6	-1.5	-3.1
14	Cc1nn(-c2ccccn2)c(C)c1Oc1ccccc1O	0.7	-7.7	3.9	-7.5	6.8	0.6	-5.0	9.3
15	COc1ccc(C(=O)Nc2c(Cl)cc(Cl)cc2C(=O)NCCN2CCOCC2)cc1	-0.6	-8.2	-19.8	2.4	1.6	-11.6	-1.2	5.0
16	Cc1ccc2c(c1)c(C)cc(=O)n2CCC(=O)O	-1.3	-12.4	-16.9	6.7	8.1	-17.9	0.7	5.3
17	NC(=O)CC(NC(=O)Cc1ccc(Cl)cc1)c1ccc(NC2CCCCCCC2)c([N+](=O)[O-])c1 (configuration not stated)	-0.3	-1.6	22.8	-2.0	-2.0	7.5	1.0	-3.0
18	O=C(NCc1ccccn1)Nc1cccc(NC(=O)NCc2ccccn2)c1	-0.8	-8.7	19.7	0.7	1.6	-21.3	-3.6	2.7
19	Cc1c(C(=O)N2CCCCC2)c(S(=O)(=O)Nc2cccc(Br)c2)c(C)n1C	-0.4	-5.8	19.9	1.0	-2.0	10.8	-1.2	-0.7
20	NNCCc1ccccc1	1.4	-13.2	-16.4	-2.0	-7.3	-19.8	0.6	-5.1
21	C/C(Cn1nnc([N+](=O)[O-])n1)=N\NC(=O)c1ccccc1	1.4	62.7*	27.3	-0.5	16.6	2.2	0.3	8.5
22	Cc1ccc(C)c(N2CCN(C(=O)CCCCCn3c(=S)[nH]c4ccc(N5CCOCC5)cc4c3=O)CC2)c1	-1.3	11.4	-355.4	0.6	-2.5	-6.6	-2.8	2.6
23	O=C(COC(=O)Cc1ccccc1F)Nc1cccc(S(=O)(=O)NC2=NCCCCC2)c1	0.7	4.2	1.2	5.5	6.6	-11.8	-1.2	-11.6
24	CC(=O)Nc1ccc(S(=O)(=O)NC2(C(F)(F)F)C(=O)NC(C)=C2C#N)cc1 (configuration not stated)	-1.0	3.5	4.6	10.8	3.5	-13.4	-1.3	-9.6
25	COCCCC1CCN(C(=O)CCc2nnc(CCCCc3ccccc3)o2)CC1	-0.9	-19.4	11.9	-1.3	8.1	-3.4	-0.7	-2.2
26	CCOCCOc1nc2c(c(=O)n(C)c(=O)n2C)n1CCc1ccccc1	-1.8	-7.6	17.3	2.5	-14.6	-13.5	0.0	-3.4
27	O=C(O)CCCC(=O)N1N=C(c2ccccc2)CC1c1ccc2nccnc2c1 (configuration not stated)	0.3	-8.0	-1.2	-2.1	-4.0	-7.8	-1.1	15.7
28	CCN(CC(=O)Nc1ccc(NC(C)=O)cc1)C(=O)c1cc(-c2ccccc2Cl)nc2ccccc12	-0.2	-0.7	15.2	-3.6	x	x	-22.3	-2.5
29	COc1ccc(C(C)=O)cc1CSc1ccccn1	2.5	3.9	3.9	-2.4	-6.0	-18.6	-0.5	4.1
30	Cc1ccc(N2C(=O)/C(=C/c3ccco3)SC2=S)cc1	2.3	-3.3	23.7	-13.6	-0.5	12.7	-1.3	-3.5
31	CC(C)(C)OC(=O)C[C@H]1C/C=C\C[C@H](CC(=O)N(CCO)Cc2ccccc2)C(=O)N2CCC[C@H]2COC1=O	-0.3	5.3	12.2	-2.1	-3.2	-4.6	-0.5	-4.4
32	Cc1cc(S(=O)(=O)Nc2nc(CN3CCOCC3)nc3sc4c(c23)CCC4)cc(C)c1C	-2.3	-11.8	-194.1	-2.2	5.0	-4.9	0.7	14.5
33	O=C1C=C(c2ccc(Oc3ccccc3)cc2)C[C@@H](c2ccc3c(c2)OCO3)C1	2.5	12.8	18.5	9.4	6.0	0.1	-1.4	0.5
34	NC(=O)N/N=C/c1cc(Br)ccc1OC(=O)c1ccccc1	-1.7	11.5	-0.7	4.8	-6.4	-11.3	0.6	2.9
35	CSc1nsc(SCC(=O)Nc2ccccc2C(N)=O)n1	-0.2	-8.1	-14.7	-1.1	-3.0	2.3	-0.5	-6.8
36	Cc1cccc(NC(=S)N(CCc2nc3cc(C)c(C)cc3[nH]2)Cc2cccnc2)c1	5.1	12.2	4.7	-21.5	-3.2	-13.6	8.2	-8.2
37	CCCc1nc2n[nH]c(N)c2c2c1CCC2	-2.6	7.4	-6.4	3.8	-1.0	2.8	8.4	-2.4
38	O=S(=O)(/C=C/c1ccccc1)Oc1ccccc1	2.2	10.1	15.7	0.2	0.4	-10.2	2.1	15.6
39	CNC(=O)C(=O)NCC1OCCN1S(=O)(=O)c1ccc([N+](=O)[O-])cc1 (configuration not stated)	-0.9	15.7	4.4	-0.4	-3.2	2.7	-1.8	-0.1
40	Cc1cc(C)c(NC(=O)COC(=O)c2ccc([N+](=O)[O-])s2)c(C)c1	0.7	-1.6	28.2	-13.7	24.1	15.2	-0.3	1.6
41	Cc1nn(CC2CC2)c(=O)n1-c1cccc(Cl)c1	-1.5	10.4	12.1	0.6	-12.9	8.7	0.6	2.2
42	CCNCc1nc2cc(Cl)ccc2c(=O)[nH]1	-1.5	-2.3	-3.1	-8.6	-9.4	21.5	0.4	3.4
43	CC(Sc1n[nH]c(-c2cccs2)n1)C(=O)Nc1ccc(C(N)=O)cc1 (configuration not stated)	-3.0	18.8	-26.5	-0.3	4.6	14.2	-11.6	18.2
44	COc1cc(CC(=O)NCc2ccco2)cc(OC)c1OC	0.3	-3.6	8.8	1.2	-8.1	-14.6	-2.6	0.4
45	COc1ccc(CNC(=O)c2ccc(SC)cc2OC)cc1	-0.2	-13.4	11.5	-4.5	5.3	-8.6	-9.1	-8.1
46	CN(c1ccccc1)S(=O)(=O)c1cccc(NS(=O)(=O)c2cccc(C(=O)O)c2)c1	-0.3	-36.5	2.6	-4.4	-0.7	-13.0	-0.8	0.2
47	CCCCOc1ccc(C(=O)Nc2ccc(OCC(=O)N3CCOCC3)cc2)cc1	-0.8	11.8	9.1	-13.3	-3.2	-14.0	0.1	-4.8
48	CCOC(=O)C1(CCOC)CCN(Cc2nc(C(C)C)cs2)CC1	0.1	12.6	-3.0	-4.4	4.3	11.5	-1.1	-10.8
49	CC(=O)Nc1ccc(OCc2nnc(-c3ccccc3)o2)cc1	-0.6	-8.3	3.9	-2.2	-1.6	-11.4	1.6	2.6
50	COc1ccc(NC(=O)CN(C)CC(=O)Nc2cccc(F)c2)cc1S(=O)(=O)N1CCCCC1	-1.0	-2.7	5.5	-4.4	x	x	-2.2	-3.0

Remaining list, next part:
item	SMILES	MPTP block	PfG6PD inh	SENP8 block	ATG4B inhibitor	SENP7 block	SENP6 block	GRIN3A LBD mod	HKDC1 inhibitor
51	CN(C(=O)c1ccc2c(=O)n3c(nc2c1)CCCCC3)c1cccc(Cl)c1	1.3	-7.7	1.3	1.1	2.9	-18.5	-2.0	0.9
52	Cc1cc(C)nc(N(C#N)CC(=O)Nc2ccccc2)n1	-5.0	4.9	24.2	4.3	-4.5	-7.6	-1.5	-4.4
53	COc1ccc(N(C(C)=O)S(=O)(=O)c2cccs2)cc1	21.9	-15.5	13.9	0.1	6.4	-8.7	-2.3	5.0
54	COC(=O)c1ccc(COc2ccc3c4c(c(=O)oc3c2)CCC4)o1	1.8	10.3	-126.4	-2.1	57.7*	77.5*	-1.1	-2.7
55	CCCC(=O)N1CC(=O)Nc2ccc(C)cc2C1c1ccccc1 (configuration not stated)	-0.2	1.2	24.7	-3.8	2.1	3.2	-2.0	0.0
56	O=C(c1ccco1)N(Cc1cc2ccccc2[nH]c1=O)C1CCCCC1	-0.3	2.8	-38.3	-10.3	1.8	9.4	1.0	-3.2
57	FC(F)(F)c1ccccc1-n1c(-c2ccco2)n[nH]c1=S	1.0	26.5	-5.8	-1.6	-0.9	0.1	-1.2	-5.2
58	Cc1ccc(-c2noc(CN(C(=O)C34CC5CC(CC(C5)C3)C4)C(C)C)n2)cc1	13.2	-10.9	15.3	-2.2	11.5	-1.6	-1.3	-2.0
59	O=C(CSc1nnc(-c2cccnc2)n1Cc1ccco1)N1CCc2ccccc21	0.3	6.3	11.4	2.4	3.7	7.3	0.8	-0.1
60	CCCCN1c2cc(C)c(O)cc2C(C(=O)OCC)C1C (configuration not stated)	x	20.8	x	3.3	1.5	5.2	0.9	-8.4
61	COc1ccc(Cc2nnc(NC(=O)Cc3cccs3)s2)cc1	-4.9	18.7	-3.8	26.6	x	x	-4.7	28.1
62	Cc1ccc(C(=O)N2CCC(Cc3ccccc3)CC2)cc1[N+](=O)[O-]	-0.6	5.2	2.5	5.0	-5.0	-20.4	1.7	1.2
63	Cc1ccc(-c2nc(SCC(=O)NCC3CCCO3)c(-c3ccc(C)cc3)[nH]2)cc1 (configuration not stated)	-0.1	35.8	-221.3	-9.4	4.7	-29.3	-2.7	-9.4
64	CN(C(=O)CSc1ccc2c(c1)OCCO2)c1ccccc1	-0.4	-4.8	0.5	-2.3	-4.7	-12.9	-1.1	-6.7
65	O=S(=O)(NC1CCC(NS(=O)(=O)c2c(F)cccc2F)CC1)c1ccc2c(c1)OCCO2 (configuration not stated)	-0.6	3.7	8.0	-13.7	-7.2	-15.5	-27.5	-1.1
66	CC(C)Oc1ccc(CNC(=O)CCC(=O)N2CCSc3ccccc32)cc1	-2.6	15.1	7.9	-4.3	-7.3	-5.8	0.3	-2.0
67	COC(=O)COc1ccc(S(=O)(=O)Nc2ccc3c(c2)OCCO3)cc1C	1.3	-5.9	5.5	-1.9	-6.3	4.0	4.8	-4.4

Profiles, looked up by structure. Screens in order: MPTP block | PfG6PD inh | SENP8 block | ATG4B inhibitor | SENP7 block | SENP6 block | GRIN3A LBD mod | HKDC1 inhibitor
`CC(C)Oc1ccc(CNC(=O)CCC(=O)N2CCSc3ccccc32)cc1` as listed: -2.6 | 15.1 | 7.9 | -4.3 | -7.3 | -5.8 | 0.3 | -2.0
`CN(C(=O)c1ccc2c(=O)n3c(nc2c1)CCCCC3)c1cccc(Cl)c1` as listed: 1.3 | -7.7 | 1.3 | 1.1 | 2.9 | -18.5 | -2.0 | 0.9
`Cc1ccc(-c2nc(SCC(=O)NCC3CCCO3)c(-c3ccc(C)cc3)[nH]2)cc1` (configuration not stated) as listed: -0.1 | 35.8 | -221.3 | -9.4 | 4.7 | -29.3 | -2.7 | -9.4
